# Screening results from PubChem.
# proKLK7 act – activators of human kallikrein-7 zymogen; purified proKLK7, EDANS-DABCYL substrate fluorescence; 100% is mature enzyme control, 0% vehicle; activation, % at 7 µM; 0.9% of 370,000 active;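 active = activation above the mean of all tested compounds plus 3 SD, computed per campaign excluding outliers beyond control limits, cut at about 13% in these data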
# rCAG RNA binder – r(CAG) repeat RNA binding | TO-PRO-1 dye displacement fluorescence | inhibition, % at 3 µM | 1.3% of 370,000 active | AID 651821;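 active = inhibition above the plate cutoff, the mean of all test compounds on that plate plus 3 SD, cut at about 35% in these data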;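 note: 0% = DMSO alone and 100% = 100 µM mitoxantrone as full dye displacement; higher means more dye released from RNA so lower well fluorescence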
# NPR1 activator – GC-A (human) enzyme activation. P16066. HEK293 GC-A cells, cGMP TR-FRET, EC30 ANP; 0% at EC30 ANP, 100% saturating ANP. activation, % at 10 µM. 0.14% of 370,000 active; in the data active = activation above about 40%
# NPR2 activator – GC-B (human) receptor activation; HEK293-GC-B cells, CNP EC30, cGMP TR-FRET; 0% at EC30 CNP, 100% saturating CNP; activation, % at 10 µM; 0.11% of 370,000 active; AID 1920062;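 active = activation at 10 µM reaching about 35% in either raw or pattern-adjusted values, limit read from the data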
# DDE Tn6 FP inh – disrupts Tn6 cyclic peptide binding to fibrin D-Dimer-E complex | P02675 | Fibrin DD(E) TRITC-Tn6 fluorescence polarization displacement | inhibition, % at 8.3 µM | 0.21% of 370,000 active | AID 720509;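 active = inhibition above a per-campaign cutoff: mean of compounds within control limits plus 3 SD, cut at about 15% in these data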;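 note: 0% = median of all compound wells on the plate and 100% = blocking peptide control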
# ADAM10 inh – ADAM10 inhibition, QFRET primary screen; inhibition, % at 7 µM; recombinant ADAM10, EDANS/DABCYL FRET peptide cleavage, 3 h; 0.62% of 370,000 active; O14672;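 active = inhibition above a per-campaign cutoff equal to the mean of compounds falling between control-based bounds plus 3 SD, cut at about 20% in these data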;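 note: 0% = DMSO wells while the 100% control is not disclosed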
# Target sequence (O14672 214-748 limits assumed): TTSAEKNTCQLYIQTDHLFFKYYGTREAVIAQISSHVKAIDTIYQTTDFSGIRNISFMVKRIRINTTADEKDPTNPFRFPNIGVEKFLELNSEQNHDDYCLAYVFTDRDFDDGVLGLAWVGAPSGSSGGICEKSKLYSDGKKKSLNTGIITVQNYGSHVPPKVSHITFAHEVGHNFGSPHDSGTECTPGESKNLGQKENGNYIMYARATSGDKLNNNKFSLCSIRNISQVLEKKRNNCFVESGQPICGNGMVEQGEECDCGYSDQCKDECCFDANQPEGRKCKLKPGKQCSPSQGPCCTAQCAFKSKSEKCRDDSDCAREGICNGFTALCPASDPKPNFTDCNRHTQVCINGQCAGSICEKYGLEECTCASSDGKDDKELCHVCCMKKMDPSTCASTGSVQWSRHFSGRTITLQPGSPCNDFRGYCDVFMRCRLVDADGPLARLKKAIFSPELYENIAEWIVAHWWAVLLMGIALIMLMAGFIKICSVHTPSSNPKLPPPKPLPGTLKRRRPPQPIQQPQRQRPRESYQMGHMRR
# ASAP1 inh – ASAP1 ArfGAP inhibition; AID 624377; 0.19% of 360,000 active; Q9ULH1; ASAP1-stimulated ARF1 GTP hydrolysis, GDP FP detection; inhibition, % at 16.5 µM; in the data active = inhibition above about 25%;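 note: 0% = vehicle with enzyme and substrate and 100% = no enzyme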
# HGIII-sPLA2 inh – Blocks human group III sPLA2 activity | Q9NZ20 | QFRET BODIPY PC-A2 liposome hydrolysis, fluorescence | 0.56% of 370,000 active | inhibition, % at 12.2 µM;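 active = inhibition above mean plus 3 SD of compounds lying within the high and low control bounds, cut at about 19% in these data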;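 note: 0% = median of test compound wells and 100% = no enzyme DMSO wells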
# Target sequence (Q9NZ20 whole entry, looked up): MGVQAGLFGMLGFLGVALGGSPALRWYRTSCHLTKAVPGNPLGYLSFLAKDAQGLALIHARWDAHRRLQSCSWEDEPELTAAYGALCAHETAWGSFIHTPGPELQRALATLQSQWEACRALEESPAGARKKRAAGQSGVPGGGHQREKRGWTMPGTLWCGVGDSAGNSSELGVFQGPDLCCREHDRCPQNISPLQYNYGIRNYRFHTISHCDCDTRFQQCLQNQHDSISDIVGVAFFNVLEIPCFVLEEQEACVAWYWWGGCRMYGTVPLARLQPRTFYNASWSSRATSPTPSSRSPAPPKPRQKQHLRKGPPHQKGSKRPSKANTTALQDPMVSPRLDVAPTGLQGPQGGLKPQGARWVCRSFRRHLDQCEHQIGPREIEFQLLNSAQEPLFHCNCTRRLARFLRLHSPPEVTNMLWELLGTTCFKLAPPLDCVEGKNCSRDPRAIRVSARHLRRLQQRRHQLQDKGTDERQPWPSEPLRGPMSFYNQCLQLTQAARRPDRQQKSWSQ
# ARFGAP1 inhibitor – inhibits rat ARF GTPase activating protein 1; inhibition, % at 16.5 µM; Arfgap1-stimulated ARF1 GTP hydrolysis, GDP FP detection; 0.26% of 360,000 active;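 active = inhibition above a per-plate limit, mean inhibition of low control wells plus 3 SD, cut at about 25% in these data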;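 note: 0% = DMSO wells with enzyme and 100% = wells lacking Arfgap1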
#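 Replicates: Single well per compound | Assay system: Truncated rat Arfgap1 GAP domain | Control set: No-Arfgap1 wells (100%) versus DMSO full-reaction wells (0%) | Times: Enzyme reaction 120 min at 25 °C after 20 min preincubation | Reagent: Human ARF1(Δ1-17)-GTP substrate | Measured by: Tracer-displacement fluorescence polarization with EDTA stop, 620/688 nm | Measure: Percent inhibition of Arfgap1-stimulated GTP hydrolysis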
# GAA850 FXN act – activators of GAA850 frataxin (FXN) promoter; HEK293 lucGAA850 FXN promoter luciferase reporter, 24 h; percent of 10 µM SAHA response; activation, % at 6 µM; 0.56% of 360,000 active; AID 540364;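 active = activation above the average of all compounds screened plus 3 SD, cutoff fixed separately per campaign, cut at about 7.5% in these data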;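 note: 0% = DMSO wells and 100% = 10 µM SAHA wells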
# The depositor's hits bear a star; / = no result given. Rows are unselected; any-hit rate near 4.5%.
SMILES,proKLK7 act,rCAG RNA binder,NPR1 activator,NPR2 activator,DDE Tn6 FP inh,ADAM10 inh,ASAP1 inh,HGIII-sPLA2 inh,ARFGAP1 inhibitor,GAA850 FXN act
COc1ccc(S(=O)(=O)N2CCc3ccccc3C2)cc1,0.0,-5,-4,-2,2,-1,-11,-8,-5,2.3
O=C(Cn1cnc2c(NC(=O)OCc3ccccc3)ncnc21)NCCN1CCOCC1,0.2,-1,-1,-1,-3,-8,1,-5,0,0.1
Oc1ccc(/C=N/Nc2ccc(C(F)(F)F)cn2)cc1,0.6,5,-7,-12,10,-13,14,-25,0,6.8
Oc1ccc2ccccc2c1/C=N/c1nccs1,-0.4,26,6,6,7,1,7,3,8,0.9
Cc1ccccc1C(=O)Nc1cccc(NC(=O)c2ccc(-c3ccc(Br)cc3)o2)c1,-3.1,8,3,3,1,-11,1,3,9,0.0
COc1cccc(-c2cnc(C(O)c3cc(C)ccc3C)[nH]2)c1 (stereo not given),-0.1,3,1,-1,-8,4,9,-6,-5,0.3
COc1ccc(NCC(=O)N2CCCC2)cc1Cl,0.1,-1,-2,-3,-2,-6,0,6,5,1.3
Cn1c(SCC(=O)N2CCc3ccccc32)nnc1-c1ccc(S(=O)(=O)N2CCCC2)cc1,-0.4,4,1,-6,6,2,1,10,6,0.3
Cc1cccc2sc(NS(C)(=O)=O)nc12,-0.5,8,0,2,-4,8,-5,-2,14,1.2
Oc1ccc(N2CCN(Cc3cc4c(cc3Br)OCCO4)CC2)cc1,0.0,12,1,3,7,5,3,4,4,0.9
O=C(CSc1c2c(nc3ccccc13)CCC2)N1CCCC1,0.0,-7,-2,-2,7,1,3,0,1,0.2
COc1ccc(NC(=O)CSc2ccc3nnc(-c4ccccn4)n3n2)c(OC)c1,-0.1,1,-6,-5,-8,0,8,-2,1,2.0
CCn1c(SCc2ccccc2)nc2cc(OC)c(OC)cc2c1=O,-0.9,-2,-20,-19,0,3,-8,2,-3,3.5
O=C(COC(=O)c1cc(S(=O)(=O)N2CCCC2)ccc1O)NCc1ccccc1,-1.1,5,-6,3,9,-14,3,5,5,-2.2
Cc1cccc(NC(=O)c2nc[nH]c2C(=O)NCCN(CCNC(=O)c2[nH]cnc2C(=O)Nc2cccc(C)c2)CCNC(=O)c2[nH]cnc2C(=O)Nc2cccc(C)c2)c1,-0.2,7,-3,4,5,-4,23,4,20,2.1
CN(CC1CCCN(CCc2ccc(Cl)cc2)C1)C(=O)C(=O)c1ccco1 (stereo not given),0.4,-4,1,-2,3,-1,4,-3,3,1.4
C/C(CC(=O)N1CCN(C=O)CC1)=N\NC(=O)c1ccc([N+](=O)[O-])cc1,0.4,2,0,-1,6,3,3,-5,0,-0.2
O=[N+]([O-])c1cccc(-c2csc(CS(=O)(=O)Cc3ccco3)n2)c1,0.2,-3,0,-4,3,4,-2,-13,1,2.5
CC1=[N+]([O-])C(C)(C)N(O)C1(C)C,0.1,0,4,4,0,3,6,-8,7,-0.6
CCOC(=O)N1CCN(C(=O)C2CCCN(c3nc4ccc(OCC)cc4s3)C2)CC1 (stereo not given),-0.1,1,-6,-3,1,1,6,7,-6,0.0
CC(=O)Nc1sc2c(c1C(N)=O)CCCC2,-0.4,-4,7,-6,2,-15,-2,7,4,-2.4
CN1C(=O)[C@@]2(O[C@H]3C=CC=CN3C3=C2C(=O)CCC3)c2cccc(Br)c21,0.4,9,-1,4,-3,-19,-9,10,-13,/
CCC1CCCCN1CCCNC(=O)c1ccc2c(=O)n(Cc3ccc(OC)cc3)c(=O)[nH]c2c1 (stereo not given),-4.4,8,2,4,-5,-20,-5,-2,-2,-1.4
COc1ncc(-c2cc(C(C)=O)c3n(c2=O)CCC3)c(OC)n1,-0.2,2,1,-2,5,-1,/,-4,/,/
Cn1c(SCC(=O)NC(=O)NCc2ccco2)nnc1C(F)(F)F,-0.6,-4,4,3,-12,-10,3,4,-12,2.7
c1ccc(C(c2ccccc2)N2CCN(Cc3nnnn3C3CCCCC3)CC2)cc1,-0.2,-3,-3,-6,0,-15,6,-3,11,0.4
CCCOc1ccc(C(CC(=O)O)NC(=O)Cc2ccccc2)cc1 (stereo not given),-0.6,0,1,5,8,-3,-8,1,-6,-0.8
CC(CO)(CO)NC(=O)c1ccc(C#Cc2cccc(F)c2)cn1,1.1,2,17,-1,6,-124,/,9,/,/
O=C(NC(NC(=S)Nc1ccccc1O)C(Cl)(Cl)Cl)c1ccco1 (stereo not given),-0.1,7,3,7,-1,8,5,4,2,2.4
O=C(NCc1nnnn1-c1ccc(F)cc1)c1ccc(S(=O)(=O)N2CCOCC2)cc1,-0.1,0,-1,1,-1,-9,7,-3,5,0.2

# Single records, from the list above. Screens in order: proKLK7 act, rCAG RNA binder, NPR1 activator, NPR2 activator, DDE Tn6 FP inh, ADAM10 inh, ASAP1 inh, HGIII-sPLA2 inh, ARFGAP1 inhibitor, GAA850 FXN act
# `Cc1cccc(NC(=O)c2nc[nH]c2C(=O)NCCN(CCNC(=O)c2[nH]cnc2C(=O)Nc2cccc(C)c2)CCNC(=O)c2[nH]cnc2C(=O)Nc2cccc(C)c2)c1` reads -0.2, 7, -3, 4, 5, -4, 23, 4, 20, 2.1
# `Cn1c(SCC(=O)N2CCc3ccccc32)nnc1-c1ccc(S(=O)(=O)N2CCCC2)cc1` reads -0.4, 4, 1, -6, 6, 2, 1, 10, 6, 0.3
# `COc1ccc(S(=O)(=O)N2CCc3ccccc3C2)cc1` reads 0.0, -5, -4, -2, 2, -1, -11, -8, -5, 2.3

# Other records follow:
SMILES,proKLK7 act,rCAG RNA binder,NPR1 activator,NPR2 activator,DDE Tn6 FP inh,ADAM10 inh,ASAP1 inh,HGIII-sPLA2 inh,ARFGAP1 inhibitor,GAA850 FXN act
CNC(=S)N(CCO)Cc1cc2cc3c(cc2[nH]c1=O)OCCO3,0.2,4,-3,0,0,-252,-9,-1,-14,2.1
CCOC(=O)CNC(=O)c1sc(NC(=O)/C=C/c2ccccc2)nc1C,0.7,0,-2,0,-9,10,3,0,-4,-0.2
COc1cc(S(=O)(=O)N2CCN(c3ccccc3)CC2)ccc1F,0.1,-6,-6,-6,6,-4,-6,-6,-11,-0.9
CCN(CC)S(=O)(=O)c1cccc(NC(=O)c2ccc(C#N)cc2)c1,-0.8,2,1,3,3,-9,3,-14,-9,-1.8
Cc1c(C(=O)NCCCN2CCOCC2)oc2c1C1(CCC2)SCCS1,0.1,0,-2,3,1,-1,6,-3,14,2.3
O=C(/C=C/Nc1ccccc1)c1ccccc1,0.2,0,3,2,2,-9,4,-12,6,1.1
O=C(NC(=O)c1ccc(C(F)(F)F)cc1)Nc1ccc(-c2cnco2)cc1,-0.1,-1,2,0,0,1,4,17,5,2.9
COc1ccc(S(=O)(=O)N2CCN(C)CC2)cc1NC(=O)c1ccccc1F,-0.4,1,-1,3,-7,-3,8,-4,-2,-0.1
COc1ccccc1Cn1cccc1C=O,0.1,-2,6,-5,0,-9,-6,2,4,0.9
CCCCCCN(C(=O)CCCN1C(=O)NC(c2ccc(-c3ccccc3)cc2)C(C(=O)OCc2ccccc2)=C1C)C(C)C(=O)NCCCC (stereo not given),0.3,6,-2,-6,1,-2,-3,-10,-7,-0.4
COc1ccccc1Cc1nc(-c2ccc(Br)o2)no1,-0.4,6,-2,1,6,-9,2,-1,3,3.5
COC(=O)c1ccc(NC(=O)c2ccccc2-c2ccccc2C(=O)O)cc1,0.3,12,0,0,-3,-13,16,4,8,1.0
Cc1ccc(S(=O)(=O)Nc2cc(C(=O)O)ccc2N2CCCCC2)cc1,-0.1,18,1,5,2,-1,1,-14,2,0.9
O=C(Cc1c(F)cccc1Cl)NNC(=O)c1ccccc1Cl,1.1,3,3,-1,3,-3,-12,3,-21,0.5
CCOC(=O)c1ccc(NC(=O)C2=C(C)Nc3nc(CCCO)nn3C2c2ccc(OC)cc2)cc1 (stereo not given),0.5,3,0,-1,1,8,-8,-11,-2,1.7
CC(=O)Nc1cccc(-c2csc(C(O)c3ccc(F)c(F)c3)n2)c1 (stereo not given),0.4,3,-1,-3,4,0,6,-8,-2,0.2
CCCCN(C(=O)c1cc(CN2C(=O)c3ccccc3C2=O)ccc1OC)c1c(N)n(CC(C)C)c(=O)[nH]c1=O,0.9,3,-1,-4,-7,-11,5,5,1,-2.7
CN1CCN(c2ccc([N+](=O)[O-])cc2/C=N/NC(=O)c2ccc(F)cc2)CC1,0.2,-4,2,3,5,-3,1,-6,2,0.0
O=C(NNc1nc(N2CCOCC2)nc(N2CCOCC2)n1)Nc1ccc(Cl)cc1,-0.2,5,-3,-6,-1,-4,4,4,13,/
Cc1nc2ccccn2c1C(=O)CSc1cccc(Cl)c1,0.5,-5,2,-5,2,9,13,-41,-2,-1.1
Cc1cc(OCC(=O)Nc2ccccc2F)nc(C(C)C)n1,0.0,0,0,1,3,0,4,1,-17,1.1
CCCc1cc2c(=O)c(-c3ccc4c(c3)OCCO4)coc2cc1OC(=O)c1ccco1,-2.2,0,-1,-4,2,-14,13,0,-3,2.9
Cc1ccsc1-c1nc(CN2CCN(C)C(=O)[C@@H]2C)c(C)o1,0.2,0,2,-3,5,-6,8,-1,5,1.2
Cc1ccc(-c2nnc(N(C)C(=O)c3ccccn3)s2)cn1,1.7,-1,-1,1,6,-6,-8,1,14,0.1
O=C(CCSc1nc2ccccc2o1)Nc1ccccc1,0.2,2,3,-4,3,0,-5,-6,8,-0.9
CNC(=O)c1csc(-c2ccccc2)n1,0.3,1,-4,2,0,2,3,4,4,0.6
O=C(NC(Nc1cc(C(F)(F)F)ccc1Cl)C(=O)c1ccccc1)c1ccccc1 (stereo not given),-0.2,5,-9,-7,-6,-6,6,0,11,0.7
COC(=O)[C@]12C[C@H](CC(=O)N3CCOCC3)C(=O)N(Cc3ccco3)C1=C[C@H](C(C)C)O[C@@H]2C1CC1,0.0,-2,-5,-4,-1,-1,/,3,/,/
O=C(Nn1c(SCc2cccc([N+](=O)[O-])c2)nc2ccccc2c1=O)c1ccccc1,0.0,26,1,0,3,13,17,-9,3,6.6
CC1=C(C(=O)OC(C)C)C(c2ccncc2)n2ncnc2N1 (stereo not given),-0.3,1,2,-8,9,-2,-15,2,-3,0.0
CCn1cc(C(=O)C(F)(F)F)c2ccccc21,0.2,0,2,-1,-3,2,2,1,3,1.2
CC(C)NC(=O)C1(C)CCN1Cc1cccc(Cl)c1 (stereo not given),-0.1,-1,2,-2,-6,-1,-1,-2,2,-2.0
CCN(Cc1ccccc1)C(=O)C(=O)c1cn(CC(=O)N2CCCC2)c2ccccc12,-0.1,-2,2,0,-5,-7,3,0,-4,2.1
CCCC[C@@]1(C2CCCC2)Cc2cc(OCC(=O)O)c(Cl)c(Cl)c2C1=O,-0.1,47*,1,0,3,14,-7,-14,-11,1.7
CC(C)NC(=O)NC(=O)CSc1ccc(S(=O)(=O)N2CCCC2)cn1,-0.5,1,4,1,2,0,4,-7,9,-0.4
CN(Cc1ccc(Cl)cc1)C(=O)c1cc(S(=O)(=O)N2CCOCC2)ccc1N1CCCC1,-0.1,-3,-1,2,6,-8,-1,4,6,-2.1
N#CCCN(Cc1ccccc1)C(=S)NC(=O)c1ccccc1,-0.3,2,2,6,1,9,0,3,-6,-1.3
O=C(NCCS(=O)(=O)N1CCc2ccccc2C1)c1ccccc1,0.2,-2,3,0,-1,-4,-2,-1,-2,-0.5
